Compound activity: PubChem, National Center for Advancing Translational Sciences (NCATS)
BCR signal inh – blocks chronic active B-cell receptor signaling. ABC-DLBCL IkBa-CBG/CBR reporter, luminescence ratio, 4 h. Potency, µM (highest dose often 46.1 µM), for inactives: at the highest dose ratio change, negative = lower green/red ratio, hits mostly inhibitors. 340,000 tested, 0.05% active. AID 493014; active means well fitted inhibition curve with a large enough effect in the signal ratio, with a control signal flat, not every such curve was filed as active; inconclusive means small, poorly fitted or top-dose-only effect, or effect the other way, or a change in a side signal; the % refers to the signal ratio;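 further: potency means the concentration at half of the fitted maximal effect; plate controls were basal doxycycline-induced cells for no effect and cells given 10 µM MG132 for full effect; MG132 reads +100%, hits lower the ratio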
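Cell line TMD8 (human ABC DLBCL), stably expressing tet-inducible CBG68-IkBa fusion and CBR; IMDM/0.5% FBS; cpd up to 46 uM; dox induction, 4 h, 37C/5% CO2; dual luminescence; green/red ratio; MG132 control.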
AT treatment – candidate therapy for ataxia-telangiectasia | […] A-T fibroblasts, KAP-1 phosphorylation AlphaLISA; neocarzinostatin DNA damage 30 min before lysis | 320,000 tested, 0.19% active | AID 485349 | Potency, µM (highest dose often 57.5 µM), inactives show at the top dose activation, most hits filed as activators; further: potency means the concentration at half of the fitted maximal effect; % of control where 0% means no effect; nearly all actives have a fitted effect of over 45% in size
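hTERT-immortalized A-T patient fibroblasts ([…]), 500 cells/well in OPTI-MEM, 1% FBS, got compounds for 60 min, then NCS for 30 min at 37C. Lysates were then assayed for phospho-KAP-1 by AlphaLISA (anti-pKAP1 donor, anti-KAP1 acceptor beads), 6 hr at 25C.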
ASM inhibitor – human S-ASM enzyme inhibition; Potency, µM (top dose mostly 57.5 µM), inactives show top-dose activity change, negative = inhibition, actives largely listed as inhibitors; 340,000 tested, 0.006% active; placental ASM, HMU-PC fluorogenic substrate, 60 min; further: potency means the concentration at half of the fitted maximal effect
Target sequence (P17405 47-631 limits assumed): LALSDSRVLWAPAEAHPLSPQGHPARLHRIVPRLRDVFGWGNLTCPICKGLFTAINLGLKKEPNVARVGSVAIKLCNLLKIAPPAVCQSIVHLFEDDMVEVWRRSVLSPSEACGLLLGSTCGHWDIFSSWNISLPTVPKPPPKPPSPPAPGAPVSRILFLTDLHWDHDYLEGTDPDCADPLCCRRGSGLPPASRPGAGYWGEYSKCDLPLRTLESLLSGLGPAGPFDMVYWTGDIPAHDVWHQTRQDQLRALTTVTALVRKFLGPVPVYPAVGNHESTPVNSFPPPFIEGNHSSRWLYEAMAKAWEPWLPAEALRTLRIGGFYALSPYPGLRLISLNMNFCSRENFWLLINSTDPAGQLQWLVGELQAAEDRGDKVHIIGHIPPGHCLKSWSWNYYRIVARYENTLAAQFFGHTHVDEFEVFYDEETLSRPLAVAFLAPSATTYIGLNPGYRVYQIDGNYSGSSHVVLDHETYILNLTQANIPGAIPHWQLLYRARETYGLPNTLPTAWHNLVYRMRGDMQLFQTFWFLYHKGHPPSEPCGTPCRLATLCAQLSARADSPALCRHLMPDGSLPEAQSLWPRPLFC
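Human placenta-derived ASM enzyme was preincubated with compound for 10 minutes at room temperature, then given fluorogenic substrate HMU-PC0 (9 uM final) for 60 minutes at 37 °C; a pH 10 stop preceded fluorescence reading at Ex 386/Em 447 nm.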
PTAP TSG101 blk – blocks PTAP/TSG101 interaction to inhibit HIV-1 budding. Potency, µM (titrated, usually from 115 µM), for the others: top-dose activity change, negative = inhibition, actives largely listed as inhibitors. 340,000 tested, under 10 active. Q99816. Fluorescence polarization, FITC-PTAP peptide / Tsg101 binding; active means well fitted inhibition curve with a large enough effect in the main read-out, with a control signal flat, not every such curve was filed as active; inconclusive means small, poorly fitted or top-dose-only effect, or effect the other way, or a change in a side signal; inactive means no such curve, though single readings can be large or run the other way; further: potency means the concentration at half of the fitted maximal effect; % of control where 0% means no effect
Target sequence (Q99816 whole entry, looked up): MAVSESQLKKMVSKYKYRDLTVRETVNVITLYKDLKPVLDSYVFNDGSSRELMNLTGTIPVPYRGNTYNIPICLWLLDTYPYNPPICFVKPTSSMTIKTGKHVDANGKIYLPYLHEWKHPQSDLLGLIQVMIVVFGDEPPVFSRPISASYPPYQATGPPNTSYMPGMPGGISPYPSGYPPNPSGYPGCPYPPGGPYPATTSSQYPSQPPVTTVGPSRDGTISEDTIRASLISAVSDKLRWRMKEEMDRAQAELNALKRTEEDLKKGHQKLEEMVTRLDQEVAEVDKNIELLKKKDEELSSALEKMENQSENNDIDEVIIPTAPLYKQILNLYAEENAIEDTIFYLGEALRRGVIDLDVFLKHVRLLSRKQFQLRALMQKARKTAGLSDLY
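Fluorescence anisotropy tracks displacement of a FITC-tagged PTAP peptide (50 nM) from the Tsg101 binding domain (10 uM), following a 20 min room-temperature incubation at pH 7.5.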
Eya2 phos inh – blocks the phosphatase activity of human Eya2 | O00167 | recombinant Eya2, OMFP fluorescence dephosphorylation (OMFP is methylfluorescein phosphate) | Potency, µM (series often up to 76.9 µM), inactives show top-dose activity, negative = inhibition, usual class: inhibitors | 330,000 tested, 0.006% active; further: potency means the concentration at half of the fitted maximal effect; on the % scale 0 is the no-effect control and ±100 the full control effect
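Eya2 protein (added as 0.2 uM solution) was preincubated with compound for 10 min at ambient temperature in 50 mM HEPES pH 7.5, 50 mM NaCl, 5 uM MgCl2, 0.05% BSA, 1 mM DTT. OMFP (added at 50 uM) then reacted 10 min; fluorescence read at 485/525 nm.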
a7 integrin act – integrin-mediated muscular dystrophy alleviation activation; Potency, µM (series often up to 38.3 µM), for the others: at the top dose activation, most hits filed as activators; 350,000 tested, 0.064% active; AID 624291; alpha7betagal myoblasts, beta-gal FDG fluorescence, 48 h;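 further: potency means the concentration at half of the fitted maximal effect; 100% = response of the positive control SU9516; nearly all actives have a fitted effect of over 60% in size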
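alpha7betagal+/- myoblasts (passage 13, 250/well) treated 48 h at 37C with compounds at 1:260 dilution of DMSO stock. Lysed, then beta-galactosidase activity read as FDG fluorescence (ex 480/em 540) after 30 min, with pre-read for autofluorescence.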
Mito fusion yeast – inhibitors of mitochondrial division or activators of mitochondrial fusion | 320,000 tested, 0.23% active | S. cerevisiae fusion-defective mutant growth rescue, CellTiterGlo 48 h | Potency, µM (series often up to 46.1 µM), inactives show at the top dose growth rescue (activation), usual class: activators | AID 485298;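 further: potency means the concentration at half of the fitted maximal effect; % of control where 0% means no effect; nearly all actives have a fitted effect of over 45% in size; temperature-sensitive fusion mutants such as fzo1-1 at 37 °C on non-fermentable ethanol glycerol medium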
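Yeast fusion mutant, YPEG (non-fermentable carbon), compound, 48 h at 37C non-permissive; CellTiterGlo added, 10 min RT, luminescence read. Rescued growth = division inhibition.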
TCR act – activates T cell receptor signaling. primary human leukocytes, anti-CD3, IL-2 HTRF, 48 h. Potency, µM (doses to about 9.22 µM), for inactives: top-dose activation of IL-2 secretion, hits mostly activators. 330,000 tested, under 10 active; further: % of control where 0% means no effect
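HTRF read-out of IL-2 secretion: europium cryptate donor excited at 320nm, d2 acceptor emission at 665nm. Cells were primary human leukocytes incubated 48 hr with compounds and a-CD3 beads, supplying TCR signal only.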
TSHR antag – human thyrotropin receptor antagonism; P16473; 330,000 tested, 0.2% active; activity change, negative = inhibition, % at 11.5 µM; TSHR-expressing cells, TSH-stimulated cAMP HTRF, 2 h; active compounds read low;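 active means activity change below a set negative limit, meaning inhibition stronger than a set level, cut at about -70% in these data; inconclusive means activity change between two set negative limits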; further: on the % scale 0 is the no-effect control and ±100 the full control effect
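TSHR-expressing cells, 200/well, pre-treated with compound, then stimulated with EC80 TSH (4nM final) for 2 hours at 37 deg C. cAMP measured by competitive HTRF: anti-cAMP cryptate antibody in lysis buffer plus cAMP-d2, read after 30 minutes at room temperature.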
Tb PFK block – T. brucei PFK enzyme inhibition; O15648; T. brucei PFK, ADP-Glo luminescence; Potency, µM (doses to about 57.5 µM), for inactives: at the top dose activity, negative = inhibition, hits mostly inhibitors; 330,000 tested, 0.17% active; AID 485367;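 further: potency means the concentration at half of the fitted maximal effect; 0% = uninhibited 1x PFK enzyme wells and -100% = no-enzyme wells; nearly all actives have a fitted effect of over 60% in size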
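In TEA buffer at pH 8.0 with 5 mM MgCl2, enzyme (1.25 nM) converted F6P (0.5 mM) and ATP (0.1 mM) for 45 min at room temperature. ADP product was read by luciferase luminescence.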
ELG1 DNA repair – blocks ELG1-dependent DNA repair in HEK293T cells; HEK293T ELG1-luciferase reporter, luminescence, 16 h; DNA damage induced by 5-fluorouridine; Potency, µM (highest dose often 46.1 µM), without a hit: at the highest dose activity change, negative = inhibition, most hits filed as inhibitors; 330,000 tested, 2.3% active; AID 504467; further: potency means the concentration at half of the fitted maximal effect; on the % scale 0 is the no-effect control and ±100 the full control effect; nearly all actives have a fitted effect of over 55% in size
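5-Fluorouridine DNA damage + compound/DMSO, 2,000 cells/well, 16 h, 37 °C/5% CO2. ONE-Glo, 30 min RT, luminescence. Readout = decrease in reporter signal.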
The depositor's hits bear a star; u = inconclusive; x = not tested or not shown; [ ] = dose if it differs, or a comment. Unless noted, the call rests on the fitted dose curve; in most records, active means well fitted curve in the direction sought with a large enough effect; inconclusive means small, poorly fitted or top-dose-only effect, or another doubt; inactive means no such curve, though single readings can be large; an effect the other way counts as inactive or inconclusive. Not a hit list. About 3.2% of those tested had a hit in this group.

SMILES | BCR signal inh | AT treatment | ASM inhibitor | PTAP TSG101 blk | Eya2 phos inh | a7 integrin act | Mito fusion yeast | TCR act | TSHR antag | Tb PFK block | ELG1 DNA repair
CC(=O)N1CCN=C1SCc1ccccc1 | 16% | 11% | 3% | 0% | 14% | 13% | 0% | 1% | 8 | 1% | 0%
COc1ccc2c(c1)cc(C(=O)N[C@@H](CCSC)C(=O)N1CCC(C(=O)O)CC1)n2C | 0% | 9% | 4% | -4% | 2% | 25% | -4% | 2% | 3 | -7% | 15%
CCN(CC)C(=O)c1cccc(NC(=O)CC23CC4CC(CC(C4)C2)C3)c1 | 5% | 3% | -4% | -1% | -7% | -17% | -9% | 1% | 1 | 9% | -12%
Cc1csc(Nc2ccccc2)[n+]1C | u | -3% | -2% | -1% | 1% | 33% | -8% | 3% | -8 | 0% | 20%
CCCCNC(=O)NC1(C(F)(F)F)Oc2ccccc2O1 | u | 4% | 1% | -1% | 1% | -18% | 0% | 12% | 10 | -9% | u
Cc1cnc(NC(=O)C2COc3ccccc3O2)s1 (stereo not given) | u | -5% | 3% | 0% | 12% | 6% | -5% | 3% | 1 | -5% | u
COC(=O)CCc1c(C)c(C(=O)c2ccc(F)cc2)c2ccccn12 | 2% | -2% | -3% | -4% | 14% | 8% | -7% | 5% | -8 | -3% | -13%
Cc1ccc(S(=O)(=O)Nc2cccc(C(=O)N3CCOCC3)c2)c(C)c1NS(C)(=O)=O | 0% | -7% | 0% | -4% | -5% | -1% | 8% | 7% | 36 | 4% | 8%
O=C(NCCN1C(=O)S/C(=C\c2cccnc2)C1=O)c1ccc([N+](=O)[O-])s1 | 0% | 12% | -1% | -1% | -16% | 9% | -5% | 5% | -1 | -4% | 4%
O=C(N/N=C/c1ccncc1)c1ccc(COc2cccc3cccnc23)cc1 | u | u | 0% | -3% | 6% | 11% | 9% | 2% | 27 | -3% | u
Cn1ncc2c(N3CCC(Cc4ccccc4)CC3)ncnc21 | u | 8% | -1% | -5% | -10% | -18% | 0% | -2% | -11 | -6% | u
N=c1sccn1CC(=O)NC(c1ccccc1)c1ccccc1 | 1% | 7% | 4% | 1% | -14% | -16% | -3% | -2% | 2 | -2% | 6%
COc1ccc2nc3c(nc2c1)CCCC3 | 5% | 3% | 32% | -2% | 9% | 23% | 17% | 4% | 6 | -6% | u
Cc1ccsc1/C=C1\SC(=S)N(CC2CCCO2)C1=O (stereo not given) | u | 0% | -18% | 0% | -5% | -6% | 7% | 0% | -3 | -5% | u
CCOC(=O)c1cc(OC(=O)c2ccccc2)n(-c2ccccc2)n1 | 12% | -3% | 4% | -4% | 32% | -14% | 0% | -5% | -5 | 1% | -1%
CCCC12CN3CC(C)(CN(C1)C3c1ccc(OC(C)C)cc1)C2=O (stereo not given) | 4% | 3% | 6% | -3% | 19% | 17% | 5% | 2% | 1 | 0% | 4%
CCc1nnc(NC(=O)C2CSC3(C)CCC(=O)N23)s1 (stereo not given) | -1% | 0% | -3% | 0% | -1% | 12% | -6% | 2% | 6 | 8% | 20%
CC(=O)c1c(C)[nH]c2ccccc2c1=O | 9% | 11% | 1% | 0% | 0% | -11% | -5% | 3% | -5 | -2% | -13%
COc1ccccc1NC(=S)N(Cc1ccco1)Cc1cc2cc(C)ccc2[nH]c1=O | 3% | 1% | -1% | 0% | 0% | -52%[inhibitor] | -2% | -7% | -7 | 10% | 16µM*
C/C(=N\NC(=O)c1nnn(-c2nonc2N)c1-c1ccc2c(c1)OCO2)c1cccs1 | -1% | 13% | -2% | -3% | 7% | u | 1% | -5% | 6 | -11% | 2%
COc1ccc(-c2[nH]ncc2CN2CCCOc3c(cccc3OC)C2)c(OC)c1 | 5% | 4% | 2% | -6% | 5% | 12% | -1% | 6% | -5 | -4% | -5%
COc1ccc(Br)cc1C(=O)Nc1ccc(NC(=O)c2ccco2)cc1 | u | 6% | 28% | -3% | -2% | 1% | -5% | 0% | 24 | -1% | u
CCCCn1c(N)c(N(CC(C)C)C(=O)C2CCCO2)c(=O)[nH]c1=O (stereo not given) | -2% | 4% | 1% | 0% | -11% | 9% | 3% | 2% | 6 | -1% | 0%
COc1ccccc1N(CC(=O)NC1CCCC1)C(=O)CNC(=O)c1cccs1 | u | -3% | -6% | -6% | -4% | 1% | 1% | 12% | -11 | 4% | -3%
O=S(=O)(c1ccc(SCc2cccc(Cl)c2)nc1)N1CCCC1 | u | x | -3% | 3% | -10% | 22% | 9% | 1% | -37 | -10% | 3%
(continued)
SMILES | BCR signal inh | AT treatment | ASM inhibitor | PTAP TSG101 blk | Eya2 phos inh | a7 integrin act | Mito fusion yeast | TCR act | TSHR antag | Tb PFK block | ELG1 DNA repair
CC1(C)CC(N(Cc2ccc(F)cc2)C(=O)c2ccc(F)cc2)CCO1 (stereo not given) | 6% | -11% | 2% | -6% | 3% | 8% | -5% | 18% | 12 | -2% | u
CC(=O)c1cccc(NC(=O)C(C)OC(=O)CNC(=O)c2ccc(C)s2)c1 (stereo not given) | u | 0% | 6% | -6% | -9% | 6% | -8% | 1% | 7 | 3% | 2%
CCOc1cc(C2C(C(=O)OC(C)C)=C(C)N=C3SCCC(=O)N32)ccc1OC(C)=O (stereo not given) | 8% | 5% | -1% | -5% | 11% | 9% | 3% | -2% | 0 | 0% | -1%
CN(C(=O)c1ccncc1)C1CCS(=O)(=O)C1 (stereo not given) | 2% | 13% | 1% | -3% | -4% | -7% | -4% | -1% | -7 | -4% | -2%
CCN(C(=O)COC(=O)CCS(=O)(=O)c1ccc(C)cc1)C1CCS(=O)(=O)C1 (stereo not given) | 0% | 4% | 0% | -2% | 11% | 19% | 1% | 5% | 5 | 0% | -3%
COc1ccc(/C=C/C(=O)NCCCc2ccccc2)cc1 | u | -1% | 2% | 0% | -8% | 16% | -1% | -5%[46.1 µM] | -7 | 1% | -2%
COc1c(C)cccc1C(=O)NC(=S)Nc1ccccc1N1CCCC1 | 6% | 2% | 2% | 0% | -4% | 0% | -1% | 5% | 14 | 1% | 23%
Cc1cc(Br)c2c(c1)C(O)(N1CCCCC1C)C(=O)N2 (stereo not given) | 2% | -4% | -2% | -1% | 1% | -6% | 2% | 11%[46.1 µM] | 1 | 4% | -16%
Cc1ccccc1/C=C/C(=O)c1ccc([N+](=O)[O-])o1 | u | -23% | -5% | 0% | -14% | -42% | -46%[inhibitor] | -7% | -80* | -12% | u
COc1ccc(CCNS(=O)(=O)c2cccc([N+](=O)[O-])c2)cc1 | 2% | -1% | -2% | -3% | -1% | 15% | -1% | -1% | -5 | -1% | 8%
CCC(O)CNC(=O)CCc1nnc(C2(c3ccc(Cl)cc3)CCC2)o1 (stereo not given) | 2% | 5% | 2% | -4% | 3% | 32% | -3% | -4% | -1 | -1% | u
COc1ccc(C(=O)NC(=S)Nc2ccc(Cl)cn2)cc1OC | 6% | -6% | 1% | -8% | 6% | 25% | 1% | -3% | 9 | -22% | 11%
CC(C)n1ncc2c(C(=O)NCc3ccccc3CN(C)C)cc(C3CC3)nc21 | 2% | -8% | 1% | -2% | 4% | -56%[inhibitor] | -2% | -6% | -1 | -2% | -11%
Cc1ccc(NS(=O)(=O)c2ccc3c(c2)oc(=O)n3C)cc1 | -2% | -6% | 2% | -3% | -9% | -15% | 5% | -2% | 10 | 0% | -5%
